Bioassay records (PubChem BioAssay)
S2 tox = reduces viability in counter-screen for ATXN expression inhibitors; 400,000 tested, 0.49% active; S2 cells (HEK-293 line with an ATXN2-luciferase reporter) viability, CellTiter-Fluor protease fluorescence, 24 h; Potency, µM (series often up to 56.7 µM), usual class: cytotoxic; note: potency is the fitted concentration of half-maximal effect; nearly all actives have a fitted effect of over 40% in size
IL1B secr inh = inflammasome signaling inhibition, IL-1 beta readout. THP-1 LPS/ATP IL-1B secretion, AlphaLISA, 16 h; stronger effect = lower value. activity change, % at 57.5 µM. 360,000 tested, 4.7% active. AID 743279; in the data active = activity change below about -50%; inconclusive = mostly about -30% to -49%; note: % is set by controls: 0 for no effect and ±100 for the full control effect
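THP-1 cells pretreated 1 hr with compounds (up to 57.5 uM final), then stimulated with LPS (250 ng/mL final) plus ATP (1.25 mM final); secreted IL-1B measured by AlphaLISA after 16 hr, decreased signal indicating inhibition.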
HT1080-NT tox = kills 2HG-producing HT-1080-NT fibrosarcoma cells; HT-1080-NT fibrosarcoma viability, CellTiter-Glo ATP luminescence, 48 h; Potency, µM (series often up to 46.1 µM), for the others: at the top dose activity, negative = less viability, most hits filed as cytotoxic; 360,000 tested, 1.6% active;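 note: NT is the 2HG producing partner of a matched IDH1 knockdown line; potency is the fitted concentration of half-maximal effect; 0% = DMSO-treated cells and -100% = media-only wells without cells; nearly all actives have a fitted effect of over 55% in size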
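A 48-hour cytotoxicity screen used HT-1080-NT cells plated 2 hours before compound delivery. ATP-based CellTiter-Glo luminescence measured viability, normalized to DMSO and no-cell controls.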
SW480 rerep = inducers of DNA re-replication in SW480 colon cancer cells; 340,000 tested, 1.8% active; SW480 DNA re-replication, Hoechst DNA content imaging, 48 h; Potency, µM (top dose mostly 46.1 µM), for the others: at the top dose re-replication activation, usual class: activators; note: potency is the fitted concentration of half-maximal effect; % of control where 0% means no effect; nearly all actives have a fitted effect of over 55% in size
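250 cells/well; 23 nL cpd via pin tool; 48 hr, 37 C, 5% CO2; Hoechst 40 min; imager read of total nuclear intensity, ex 405/em 500-530 nm.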
HT1080 IDH1KD tx = toxicity to HT-1080 IDH1 knockdown cells (counter line) | HT-1080 IDH1 knockdown viability, ATP luminescence, 48 h | Potency, µM (titrated, usually from 46.1 µM), for inactives: top-dose activity, negative = toxicity, usual class: cytotoxic | 360,000 tested, 2% active;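 note: potency is the fitted concentration of half-maximal effect; 0% = DMSO wells and -100% = cell-free medium wells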
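CellTiter-Glo luminescence after 48 h compound exposure at 37 degrees C of IDH1-knockdown HT-1080 cells in 5% FBS RPMI. %Activity scaled between DMSO wells and cell-free media wells, with curves fitted and assigned curve classes.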
KB-3-1 cytotox = KB-3-1 parental cell cytotoxicity; KB-3-1 viability, CellTiter-Glo ATP luminescence, 72 h; Potency, µM (top dose mostly 46.1 µM), without a hit: top-dose activity change, negative = cytotoxic, hits mostly cytotoxic; 400,000 tested, 1.4% active; AID 1347075; note: potency is the fitted concentration of half-maximal effect; % is set by controls: 0 for no effect and ±100 for the full control effect; nearly all actives have a fitted effect of over 60% in size
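72 h, 37 °C compound treatment of KB-3-1 parental cells; CellTiter-Glo added, 10 min, luminescence read. Data corrected against DMSO-only plates and normalized before curve fitting.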
MCF10A rerep = inducers of DNA re-replication in MCF 10A breast cells; MCF 10A DNA re-replication, Hoechst nuclear intensity, 48 h; Potency, µM (top dose mostly 46.1 µM), for inactives: top-dose activity, positive = re-replication, actives largely listed as activators; 350,000 tested, 2.9% active; note: potency is the fitted concentration of half-maximal effect; % of control where 0% means no effect; nearly all actives have a fitted effect of over 50% in size
ATXN2 expr inh = ATXN2 expression inhibition; Potency, µM (doses to about 57 µM), for the others: top-dose activity change, negative = inhibition, most hits filed as inhibitors; HEK-293 ATXN2-luciferase reporter, luminescence, 24 h; 360,000 tested, 0.72% active; note: potency is the fitted concentration of half-maximal effect; % is set by controls: 0 for no effect and ±100 for the full control effect; nearly all actives have a fitted effect of over 55% in size
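ATXN2-luciferase reporter cells (luciferase flanked by upstream and downstream ATXN2 gene portions) were treated 24 h at 37 °C with compounds at up to 57 uM. SteadyGlo luminescence gave expression; GF-AFC fluorescence gave viability.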
HepG2 tox = kills HepG2 cells in TGF-b inhibitor counter-screen; HepG2 CAGA-GFP viability, ATP luminescence, 18 h; Potency, µM (series often up to 46.1 µM), without a hit: top-dose activity change, negative = cytotoxicity, most hits filed as cytotoxic; 410,000 tested, 0.76% active; AID 588856; note: potency is the fitted concentration of half-maximal effect; some results filed as inactive show a strong effect at the top dose
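CellTiter-Glo luminescence gave cytotoxicity after 18 hours at 37 degrees C. The cells were HepG2 CAGA-GFP in 1% FBS DMEM, stimulated with 500 pg/mL TGF-beta after compound addition. %Activity was normalised to no-cell wells (complete cell-killing) and DMSO (no toxicity), and curves were fitted and classified.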
The depositor's hits bear a star; i = inactive; ? = inconclusive; . = not tested or not shown; & = joins results of further samples; ! = not active in a repeat; [ ] = remark or other dose. Unless noted, calls come from the whole dose curve; as a rule, active = well fitted curve in the direction sought with a large enough effect; inconclusive = small, poorly fitted or top-dose-only effect, or another doubt; inactive = no such curve, though single readings can be large; an effect the other way counts as inactive or inconclusive.

SMILES	S2 tox	IL1B secr inh	HT1080-NT tox	SW480 rerep	HT1080 IDH1KD tx	KB-3-1 cytotox	MCF10A rerep	ATXN2 expr inh	HepG2 tox
C[C@@H]1CN([C@H](C)CO)C(=O)CCCn2nncc2CO[C@H]1CN(C)S(=O)(=O)c1ccccc1	?	13	16%	.	7%	?	.	7%	2%
COc1ccccc1C(=O)Nc1cc2c(cc1N1CCOCC1)n(C)c(=O)n2C	i	.	.	.	.	6%	.	-4%	-5%
O=C(NCc1ccccn1)c1ccc(Cn2c(=S)[nH]c3ccccc3c2=O)cc1	?	20	-13%	-11%	1%	3%	2%	.	-14%
COc1ccc(SC[C@H](C)CN2CC[C@H](C(C)(C)C)CCC2=O)cc1	?	-92*	-22%	1%	-19%	?	?	?	20µM*!
CC(C)CCNC(=O)CN(Cc1ccccc1)C(=O)CCC(=O)Nc1nccs1	i	29	-8%	-55%[inhibitor]	6%	17%	-1%	0%	-24%
N#CCSCC(=O)Nc1ccccc1	?	8	19%	2%	6%	1%	-2%	-15%	-14%
O=C(NCc1ccc(OC(F)(F)F)cc1)C1CC(c2ccccc2C(F)(F)F)=NO1 (stereo not given)	i	-7	-2%	1%[9.22 µM]	3%	4%	0%	-9%	-10%
O=C(NNC(=O)C1CC1c1ccccc1)Nc1ccccc1 (stereo not given)	i	0	13%	-1%	17%	1%	-1%	27%	-3%
Cc1ccc(Cn2cccc(NC(=O)NCc3ccccc3)c2=O)cc1	i	46	13%	2%	-1%	-12%	?	-2%	-12%
O=C(c1ccc(F)cc1)N1CCC(N2CCCCCC2)CC1	i	21	-2%	-8%	-2%	1%	0%	0%	2%
COC(=O)C1=C(C)OC(N)=C(C#N)C1c1ccccc1 (stereo not given)	i	33	2%	1%	3%	2%	-3%	0%	7%
CC(=O)Nc1ccc(OS(=O)(=O)c2ccc([N+](=O)[O-])cc2)cc1	?	4	-12%	0%	-15%	8%	-6%	-26%	-25%
Cc1cc(Cl)cc(Cl)c1CNc1c([N+](=O)[O-])c(=O)oc2ccccc12	i	11	-17%	-65%[inhibitor]	-17%	1%	?	2%	3%
Cc1ccc(OCC(=O)NS(=O)(=O)c2ccc(Cl)cc2)cc1	i	17	-5%	2%	-7%	.	-7%	4%	-2%
CCc1nnc(NC(=O)Cc2ccc(S(=O)(=O)N3CCCCC3)cc2)s1	i	44	-13%	-14%	-25%	?	?	9%	-13%
C/C(=N\NC(=O)CN(c1ccccc1Br)S(C)(=O)=O)c1cccs1	i	-2	-12%	3%	-9%	1%	0%	-12%[11.3 µM]	7%
CCCCCC(=O)Nc1ccc(N2CCN(S(C)(=O)=O)CC2)cc1	i	-4	0%	0%	15%	-4%	9%	6%	8%
Nc1ncnc2nc(-c3ccccc3)[nH]c12	i	9	0%	.	-11%	0%	.	.	-13%
Cc1ccc(C(=O)NCCN2CCCC2)cc1	i	18	9%	-8%	1%[9.24 µM]	7%	-1%	-6%	1%
COc1ccc(CCNC(=O)c2ccc3c(c2)N=C(C)c2ccccc2S3)cc1OC	?	.	.	.	.	-9%	.	-36%	-30%

(further entries)
Every second line gives: S2 tox | IL1B secr inh | HT1080-NT tox | SW480 rerep | HT1080 IDH1KD tx | KB-3-1 cytotox | MCF10A rerep | ATXN2 expr inh | HepG2 tox
Cc1cccc(C(=O)O/N=C(/c2ccccc2)c2ccncc2)c1
  i | -18 | -1% | 1% | -3% | -3% | -2% | -15% | -76%
CCCCn1c(N)c(N(CCC(C)C)C(=O)c2c(CC)noc2C)c(=O)[nH]c1=O
  i | 12 | 4% | . | 10% | 5% | . | . | 10%
Cc1c(Br)c([N+](=O)[O-])nn1C(C)C(=O)Nc1ccc2c(c1)OCO2 (stereo not given)
  i | ? | -1% | -1% | -24% | -4% | 3% | 8% | -3%
CC1=C(C(=O)Nc2ccc(C(=O)NC(C)c3ccccc3)cc2)SCCO1 (stereo not given)
  i | ? | 8% | -3% | 13% | ? | 0% | 5% | -1%
O=C(Cc1ccccc1)c1c[nH]c(C(=O)NCCCN2CCOCC2)c1
  i | 3 | -5% | -10% | -11% | 5% | 2% | 10% | 9%
CC1CC(C)CN(C(=O)Cn2c(=O)n(CCCC(=O)NCc3ccco3)c(=O)c3sccc32)C1 (stereo not given)
  i | 5 | 0% | -14% | 12% | -3% | -5% | 5% | -1%
Cc1ccc(N(C)C2=NC(=O)CS2)cc1Cl
  i | 6 | 16% | -1% | 6% | 19% | -8% | 5% | -3%
CCOCC(=O)Nc1cc(C(=O)NCCc2ccccc2)ccc1Cl
  i | 20 | 0% | -20% | 3% | -8% | -2% | -25% | 1%
COc1ccc(NC(=O)C(C)N=C2NS(=O)(=O)c3ccccc32)cc1S(N)(=O)=O (stereo not given)
  i | -8 | 9%[9.24 µM] | -23% | 8% | 6% | -1% | 4% | 5%
COc1cccc(C(NC(C)=O)c2nc(-c3cc4ccccc4o3)cs2)c1 (stereo not given)
  ? | 44 | -11% | . | -20% | 0% | . | -7% | -3%
O=C(c1cccc(S(=O)(=O)N2CCOCC2)c1)N1CCN(S(=O)(=O)c2cccc([N+](=O)[O-])c2)CC1
  i | 19 | 2% | 6% | 2% | 10% | 0% | 4% | -4%
COC(=O)Nc1nc(-c2ccccc2)c(C(=O)c2ccc(Cl)cc2)s1
  ? | 10 | ? | 1.3µM* | ? | 1µM* | 1µM* | -13% | 7%
CN(C)CC(O)CN1C(=O)NC(C)(C)C1=O (stereo not given)
  ? | 5 | 1% | -7% | 7% | 0% | -1% | . | 4%
O=c1c([N+](=O)[O-])c(N2CCCCC2)c2ccccc2n1-c1ccccc1
  i | -5 | 7% | ? | 3% | -5% | 11% | -5% | 23%
O=C1[C@H]2[C@@H](c3ccc(F)cc3)N3C(=O)N(c4ccc(C(F)(F)F)cc4)C(=O)[C@@]3(Cc3ccccc3)[C@H]2C(=O)N1C1CCCCC1
  i | -14 | 2% | 2% | -7% | ? | -13% | -2% | 5%
COCCNC(=S)N1CCC2CC1c1c(Cl)cccc12 (stereo not given)
  i | -1 | -7% | . | -5% | 7% | . | 4% | -3%
COC(=O)[C@@]1(Cc2ccc(F)cc2)[C@@H]2[C@@H](CC(=O)[C@H]2CC(=O)C(=O)N(C)C)CN1C(=O)c1ccccc1
  i | -19 | 6% | 0% | 4% | 7% | ? | -14% | 6%
C/C(N)=C(/C#N)C(=O)COC(=O)c1ccccc1Oc1ccccc1
  i | 17 | -14% | -4% | -14% | -5% | -4% | 3% | 23%
COc1cc(OC)c(C(=O)OCC(=O)NC2CCCC2)cc1OC
  i | 18 | 16% | -5% | 10% | -1% | 0% | 2% | 2%
Cc1ccc(CSc2nc3ccc(NC(=O)C(C)C)cc3s2)cc1
  i | . | . | . | . | 1% | . | -17% | -35%
COc1ccc2nc(SCC(=O)NC(C)C)[nH]c2c1
  i | 16 | 1% | -5% | -3% | -6% | 0% | 13% | -7%
Cn1c(=NN=Cc2ccccc2OCCO)sc2ccccc21
  ? | -20 | ? | . | -27% | -23% | . | . | -32%
COc1cc2c(=O)n(CCC(=O)NCC3CCCO3)c(=O)n(CC(=O)Nc3ccc(C)cc3)c2cc1OC (stereo not given)
  i | 9 | -1% | -7% | 2% | -1%&-4% | 12% | 4%&-3% | 0%&-41%
C=CCC(C(=O)OC)(C(=O)OC)c1ccc([N+](=O)[O-])cn1
  ? | 3 | 3% | -6% | 2% | 2% | 0% | -3% | 0%
CN1/C(=C/C=C(/C#N)C(N)=O)C(C)(C)c2ccccc21
  i | -7 | 5.8µM* | 6.3µM* | 5.8µM* | 2.6µM* | 5µM* | -24% | 9%
COc1ccc(NC(=O)Cn2c(C(C)C)nc(C)cc2=O)cc1Cl
  i | 3 | -9% | ? | 0% | 0% | 8% | 2% | -16%
COc1ccc2c(C)c(CCC(=O)NCCc3ccc(OC)c(OC)c3)c(=O)oc2c1
  i | . | . | . | . | 7% | . | -5% | -1%
CCCOc1ccc(C2Nc3cccc4cccc(c34)N2)cc1
  i | 34 | 0% | -10% | -9% | -22% | 1% | 10% | -16%
CC(C)(C)c1ccc2cc(F)cc(F)c2n1
  i | 25 | ? | . | 16% | 0% | . | 15% | 3%
CCOc1ccccc1OCC(=O)Nc1cc(C)on1
  i | 11 | 7% | -2% | 13% | 0% | -1% | 6% | 7%

Reformatted: results already given.
Cc1ccc(C(=O)NCCN2CCCC2)cc1
  S2 tox = i	IL1B secr inh = 18	HT1080-NT tox = 9%	SW480 rerep = -8%	HT1080 IDH1KD tx = 1%[9.24 µM]	KB-3-1 cytotox = 7%	MCF10A rerep = -1%	ATXN2 expr inh = -6%	HepG2 tox = 1%
COc1ccc(CCNC(=O)c2ccc3c(c2)N=C(C)c2ccccc2S3)cc1OC
  S2 tox = ?	IL1B secr inh = .	HT1080-NT tox = .	SW480 rerep = .	HT1080 IDH1KD tx = .	KB-3-1 cytotox = -9%	MCF10A rerep = .	ATXN2 expr inh = -36%	HepG2 tox = -30%
Cc1cccc(C(=O)O/N=C(/c2ccccc2)c2ccncc2)c1
  S2 tox = i	IL1B secr inh = -18	HT1080-NT tox = -1%	SW480 rerep = 1%	HT1080 IDH1KD tx = -3%	KB-3-1 cytotox = -3%	MCF10A rerep = -2%	ATXN2 expr inh = -15%	HepG2 tox = -76%
CCCCn1c(N)c(N(CCC(C)C)C(=O)c2c(CC)noc2C)c(=O)[nH]c1=O
  S2 tox = i	IL1B secr inh = 12	HT1080-NT tox = 4%	SW480 rerep = .	HT1080 IDH1KD tx = 10%	KB-3-1 cytotox = 5%	MCF10A rerep = .	ATXN2 expr inh = .	HepG2 tox = 10%

Compounds were not picked by outcome; overall some 8.9% were active at least once.
